Compound activity (PubChem)
ALDH1A1 inh – ALDH1A1 (human) enzyme inhibition; actives 7.3% (n = 220,000); AID 1030; Purified ALDH1A1, NADH fluorescence, propionaldehyde substrate; Potency, µM (top dose mostly 75.3 µM), without a hit: top-dose activity, negative = inhibition, hits mostly inhibitors; P00352; active = well fitted inhibition curve with a large enough effect, not every such curve was filed as active; inconclusive = small, poorly fitted or top-dose-only effect, or another doubt; inactive = no such curve, though single readings can be large or run the other way;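 also: plate controls were no enzyme wells and a reference inhibitor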
Target sequence (P00352 whole entry, looked up): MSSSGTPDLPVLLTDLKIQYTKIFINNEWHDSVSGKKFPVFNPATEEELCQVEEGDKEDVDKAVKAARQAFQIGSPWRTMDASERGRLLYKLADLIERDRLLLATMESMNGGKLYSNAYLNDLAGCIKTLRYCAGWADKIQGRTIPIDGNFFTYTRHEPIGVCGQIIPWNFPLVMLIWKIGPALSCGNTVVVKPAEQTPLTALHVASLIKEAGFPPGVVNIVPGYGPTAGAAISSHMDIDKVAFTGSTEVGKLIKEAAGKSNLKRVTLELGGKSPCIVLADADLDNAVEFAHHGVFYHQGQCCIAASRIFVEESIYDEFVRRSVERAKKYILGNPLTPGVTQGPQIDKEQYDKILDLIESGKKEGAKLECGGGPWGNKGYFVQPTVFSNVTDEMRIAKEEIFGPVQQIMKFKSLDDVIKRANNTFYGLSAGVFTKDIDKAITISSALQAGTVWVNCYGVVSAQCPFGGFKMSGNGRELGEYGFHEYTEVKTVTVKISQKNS
KDM4E inh – JMJD2E (human) inhibition. B2RXH2. JMJD2E catalytic domain, FDH-coupled NADH fluorescence (FDH is formaldehyde dehydrogenase). Potency, µM (titrated, usually from 57.1 µM), for inactives: top-dose activity change, negative = inhibition, most hits filed as inhibitors. actives 1.6% (n = 230,000). AID 2147; active = well fitted inhibition curve with a large enough effect, not every such curve was filed as active; inconclusive = small, poorly fitted or top-dose-only effect, or another doubt; inactive = no such curve, though single readings can be large or run the other way;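 also: 0% = wells with enzyme and -100% = buffer wells without enzyme; nearly all actives have a fitted effect of over 50% in size; many of its hits are not listed in these tables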
Target sequence (B2RXH2 1-337 limits assumed): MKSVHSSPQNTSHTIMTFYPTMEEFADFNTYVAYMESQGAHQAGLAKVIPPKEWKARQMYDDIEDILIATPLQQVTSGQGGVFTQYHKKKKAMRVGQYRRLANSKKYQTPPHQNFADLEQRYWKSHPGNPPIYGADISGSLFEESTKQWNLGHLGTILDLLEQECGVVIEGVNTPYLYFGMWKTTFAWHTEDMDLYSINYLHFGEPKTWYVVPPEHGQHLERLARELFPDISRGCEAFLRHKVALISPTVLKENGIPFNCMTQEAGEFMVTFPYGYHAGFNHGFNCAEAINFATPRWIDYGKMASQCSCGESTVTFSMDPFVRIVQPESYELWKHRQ
HTT ATP protect – protects HTT-Q103 PC12 cells, measured by ATP | PC12 HTT-Q103 induced, cytoprotection, ATP luminescence, 40 h | Potency, µM (series often up to 56.4 µM), for inactives: cytoprotection (ATP increase), usual class: activators | actives 0.14% (n = 230,000) | AID 1471;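 also: % of control where 0% means no effect; nearly all actives have a fitted effect of over 45% in size; toxic huntingtin expression switched on by the ecdysone agonist tebufenozide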
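Compounds were screened for protection of PC12 cells against cell death after tebufenozide induction (100 nM final) of mutant Huntingtin exon 1 (Q103) fused to GFP.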
Tau FP inhib – tau fibrillization inhibition (FP); P10636; K18 P301L tau heparin fibrillization, Alexa594 FP, 6 h; Potency, µM (top dose mostly 57.7 µM), without a hit: at the top dose activity, negative = inhibition, hits mostly inhibitors; actives 0.39% (n = 280,000); AID 1468; also: % is scaled to controls: 0 for no effect and ±100 for the full control effect; nearly all actives have a fitted effect of over 55% in size
Target sequence (P10636 561-689 P618L limits assumed): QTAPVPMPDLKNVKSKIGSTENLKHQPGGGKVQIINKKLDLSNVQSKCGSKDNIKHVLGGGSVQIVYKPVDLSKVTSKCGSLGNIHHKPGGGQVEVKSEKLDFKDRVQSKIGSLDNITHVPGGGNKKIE
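Compound effects on tau fibrillization are measured by Alexa 594 fluorescence polarization (ex 555, em 632 nm). K18 P301L tau is used at 15 uM with 0.24 uM labeled tracer, and 20 uM heparin induces aggregation over 6 hr at 37 C.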
HttQ103 aggreg – inhibitors of mutant huntingtin aggregate formation in PC12 cells; PC12 HttQ103-GFP aggregates, Acumen cytometry, 40 h; Potency, µM (top dose mostly 46.1 µM), inactives show at the highest dose activity change, negative = inhibition, usual class: inhibitors; actives 1.1% (n = 220,000); also: % is scaled to controls: 0 for no effect and ±100 for the full control effect; nearly all actives have a fitted effect of over 60% in size
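PC12 cells with ecdysone-inducible HTT exon1 Q103-GFP, induced by 100 nM tebufenozide, given compounds in a concentration series. GFP aggregates (1–25 um, 6 SD above background) counted in lysates by laser-scanning cytometry, 488 nm excitation.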
Tau fibril ThT – inhibitors of human tau fibril formation, thioflavin T binding; actives 2.1% (n = 270,000); recombinant tau K18 P301L, heparin-induced fibrillization, ThT fluorescence; P10636; Potency, µM (series often up to 57.4 µM), for inactives: top-dose activity, negative = inhibition, usual class: inhibitors; also: % is scaled to controls: 0 for no effect and ±100 for the full control effect; nearly all actives have a fitted effect of over 55% in size
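K18 P301L tau (15 uM + 0.24 uM Alexa 594-tagged), heparin 20 uM, NaOAc pH 7, 6 h 37 C; ThT 30 uM, 1 h RT, ex 450/em 510 nm.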
Tau fluor cs – counter-screen for tau fibril formation inhibitors | tau K18 P301L Alexa594 fluorescence, heparin fibrillization | Potency, µM (titrated, usually from 57.7 µM), for the others: top-dose activity change, negative = decrease | actives 0.93% (n = 280,000); also: % is scaled to controls: 0 for no effect and ±100 for the full control effect; nearly all actives have a fitted effect of over 55% in size
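Human tau K18 P301L (15 uM unlabeled, 0.24 uM Alexa 594-labeled) in 100 mM sodium acetate pH 7 with 20 uM heparin, 6 hr at 37 C. ThT 30 uM added, 1 hr ambient; Alexa 594 FP and total fluorescence read at 555/632 nm.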
SMN2 splice up – SMN2 splice variant enhancement; HEK293 SMN2-luciferase splicing reporter, luminescence, 30-36 h; Potency, µM (doses to about 46.1 µM), for the others: at the top dose activity change, positive = activation, actives largely listed as activators; actives 2.8% (n = 210,000); also: % of control where 0% means no effect; nearly all actives have a fitted effect of over 55% in size
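HEK293 cells carry an SMN2 […]–luciferase reporter in which exon 7 inclusion puts luciferase in frame. Cells were plated 10-12 h before compound addition, then incubated 30-36 h at 37C. ONE-Glo luminescence was read; sodium butyrate at 4.5 mM final served as control.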
* marks the source's active call; other numbers are inactive results; ? = inconclusive; nt = no result given; [ ] = another dose, or the depositor's remark. Unless noted, calls follow the shape of the dose curve; as a rule, active = well fitted curve in the direction sought with a large enough effect; inconclusive = small, poorly fitted or top-dose-only effect, or another doubt; inactive = no such curve, though single readings can be large; an effect the other way counts as inactive or inconclusive. Potency is read from the fitted curve at half-maximal effect.

Screens in order: ALDH1A1 inh	KDM4E inh	HTT ATP protect	Tau FP inhib	HttQ103 aggreg	Tau fibril ThT	Tau fluor cs	SMN2 splice up
O=S(=O)(c1ccc(Br)cc1)n1c(Cc2ccccc2)nc2ccccc21
 : 4.4%	-11.8%	5.3%[10 µM]	0.1%	-12.2%	-5.0%	-3.3%	9.1%
Cc1ccc(NC(=O)CN2C(=O)CC(C)Sc3ccccc32)c(C)c1 (stereo unspecified)
 : nt	nt	nt	3.2%	nt	7.9%	8.8%	-2.8%
CCCc1cc(=O)[nH]c(SCC(=O)NCCC2=CCCCC2)n1
 : -7.3%	4.6%	-13.3%[10 µM]	3.0%	11.8%	-2.4%	-5.6%	2.1%
COCCCNC(=O)CCc1c(C)nc2c(-c3ccc(F)cc3)c(C)nn2c1C
 : nt	8.5%	-13.9%[10 µM]	7.7%	-21.4%[9.22 µM]	nt	5.5%	nt
Nc1nnc(-c2cc3ccccc3oc2=O)s1
 : ?	?	-9.5%[1.9 µM]	-0.4%	-2.7%	-8.0%	-1.7%	17.8µM*
Cc1ccc2nc(Nc3nc(C)cc(-c4ccccc4)n3)[nH]c(=O)c2c1
 : ?	5.2%	-28.0%[10 µM]	8.3%	-11.6%[9.22 µM]	?	-19.7%	nt
Cc1cc(C[n+]2cc(Br)ccc2N)c2ncccc2c1
 : nt	-2.8%	5.9%[10 µM]	-3.6%	4.3%[9.22 µM]	-4.7%	-3.1%	nt
Cc1ccnc(NS(=O)(=O)c2ccc(NC(=O)C3CCCO3)cc2)n1 (stereo unspecified)
 : -2.9%	-2.1%	1.0%	-1.2%	2.6%	0.8%	4.4%	-3.3%
O=C(CSc1nnnn1C1CCCC1)Nc1ccccc1N1CCOCC1
 : ?	-0.3%	-3.2%[10 µM]	-6.4%	12.3%[9.22 µM]	-2.5%	-4.4%	-20.4%
CSc1nnc(C)c(=O)[nH]1
 : -0.8%	-1.7%	2.0%[10 µM]	11.5%	-0.8%	-0.7%	-8.1%	7.0%
COc1ccc(-c2cnc(OC(C)(C)C)nc2OC(C)(C)C)cc1OC
 : 0.9%	-5.8%	-5.4%	3.5%	14.7%	-16.9%	-8.3%	-11.8%
COc1ccccc1/C=N/NC(=O)c1nnn(-c2nonc2N)c1CSC1=NCCS1
 : ?	-11.2%	18.5%[10 µM]	-2.8%	-4.7%	?	?	5.5%[1.84 µM]
COc1cc2c(cc1OC)C1=C(C#N)CCC(=NC(=O)c3ccc(Cl)cc3)N1CC2
 : -10.6%	-6.9%	-8.0%	0.6%	13.8%	-12.0%	2.1%	10.6%
CCn1c(Oc2ccc(F)cc2)nc2c1c(=O)n(C)c(=O)n2C
 : 5.6%	11.2%	-31.8%[inhibitor]	-3.6%	11.2µM*	-4.4%	0.3%	-16.2%
CC1CC(C)(C)NC(=S)N1CCCC(=O)Nc1ccccc1F (stereo unspecified)
 : 2.3%	3.6%	-11.6%	4.0%	0.6%	-10.2%	-6.7%	6.4%
O=S(=O)(/N=C(/Nc1ccc(F)cc1F)c1ccccc1)c1ccccc1
 : 1.2%	-4.8%	2.1%[10 µM]	14.4%	-16.5%	17.4%	14.9%	4.3%[1.84 µM]
Cc1csc2nc(CNC(=O)c3ccco3)cn12
 : -2.4%	1.0%	8.9%[10 µM]	4.9%	1.9%	-7.9%	4.5%	20µM*
CCc1ccc(C2c3[nH]c4ccccc4c3CCN2C(=O)c2ccc(=O)n(C)n2)cc1 (stereo unspecified)
 : 7.6%	-8.1%	8.2%[10 µM]	8.9%	15.2%[9.22 µM]	?	-19.5%	nt
COc1cccc(-n2c(=S)sc3c(=O)n(-c4ccccc4OC)c(=S)[nH]c32)c1
 : ?	-7.3%	-19.3%	-2.2%	7.1%	?	-11.7%	-18.0%
COc1cccc(NC(=O)c2oc3ccccc3c2NC(=O)COc2ccccc2C)c1
 : nt	nt	nt	?	nt	?	-13.6%	15.5%
COc1ccc2c(c1)OC/C(=C\c1ccc(OC)c(O)c1)C2=O
 : 5.62µM*	20µM*	6.31µM*	-4.7%	nt	4.47µM*	?	-25.9%
CC1=CC(C)(C)n2c(O)c(N=NC(N)=S)c3c(C)ccc1c32
 : -5.8%	2.2%	25.8%[10 µM]	5.0%	?	?	-24.7%	nt
COC(=O)c1ccccc1-n1c(CCC(=O)O)ccc1-c1ccccc1
 : nt	nt	nt	-1.8%	nt	2.2%	0.4%	11.1%
COc1ccc(C(=O)NCc2ccc(Cl)c(Cl)c2)cc1OC
 : 0.8%	6.8%	-4.2%[10 µM]	-4.9%	-11.0%	1.5%	-16.0%	-3.1%
O=C(Nc1ccccc1)N1CCN(c2ccc(C(F)(F)F)cn2)CC1
 : -5.6%	-24.0%	-14.4%	-4.7%	?	?	-22.3%	-48.5%[inhibitor]
Cc1nn(-c2ccccc2)c(N)c1N=O
 : nt	1.4%	10.2%[10 µM]	0.6%	9.6%[9.22 µM]	-2.8%	0.3%	nt
O=C(NCCO)NC(=S)c1ccccc1
 : -4.3%	4.7%	-3.8%	4.6%	-3.3%	-0.1%	3.4%	-9.7%
CCC1c2ccc(C)n2CCN1C(=O)Nc1ccccc1C(=O)OC (stereo unspecified)
 : ?	?	-5.6%	?	-18.8%	?	-12.9%	-7.1%
CN(C(=O)c1ccno1)c1nnc(-c2ccccn2)s1
 : 201.3%[activator]	nt	-15.8%	-5.2%	-6.3%	-10.6%	-8.9%	-1.1%
O=C(Cn1c(=O)n(-c2ccccc2)c(=O)c2sc3ccccc3c21)N1CCCC1
 : nt	nt	nt	-7.4%	nt	6.2%	-4.3%	-13.4%
O=C(CSc1nc2ccccc2s1)Nc1cc(C(=O)O)cc(C(=O)O)c1
 : 0.0%	-8.7%	1.2%	-12.8%	-10.6%	-0.4%	-4.9%	-12.0%
Cc1nnc(SCC(=O)N2CCOCC2)[nH]c1=O
 : -0.2%	-8.1%	22.8%[1.9 µM]	?	8.2%	-8.6%	-3.1%	-3.2%
O=C(Nc1ccc(N2CCOCC2)cc1)c1cc(-c2ccncc2)nc2ccccc12
 : -11.9%	3.6%	25.6%[10 µM]	3.6%	9.1%[9.22 µM]	-4.3%	-1.0%	nt
CCn1c(SCc2nc3ccccc3[nH]2)nnc1-c1ccncc1
 : 10.0%	3.5%	-10.9%[0.074 µM]	1.8%	-22.7%	-13.2%	-12.9%	?
CN(C)/C=N/c1sc2c(c1C#N)CC(C)(C)NC2(C)C
 : 7.3%	0.4%	-12.1%[1.9 µM]	-0.6%	7.9%	-5.4%	1.0%	1.5%
CC(=O)c1ccc(OC(C)C)c(CSc2nc(O)cc(=O)[nH]2)c1
 : ?	-0.7%	16.7%	-8.1%	?	-18.8%	-7.3%	9.0%
OCC1(Cc2ccccc2)CCCN(Cc2ccn[nH]2)C1 (stereo unspecified)
 : -7.1%	12.1%	-2.5%[10 µM]	1.6%	-6.6%[9.22 µM]	2.1%	-4.1%	nt
COC(=O)c1ccccc1NC(=O)NCc1ccc2c(c1)OCO2
 : 2.4%	?	-9.2%[0.074 µM]	-7.3%	1.5%	7.8%	-5.2%	-25.9%
Cn1c(SCC(=O)N2CCN(c3ccccc3)CC2)nnc1-c1ccco1
 : 12.6µM*	1.5%	-3.2%	-1.4%	16.8%	-7.9%	-10.5%	-23.5%
CCOc1ccc(OCc2ccc(C(=O)N3CCCC3)o2)cc1
 : 28.2µM*	1.6%	4.9%[10 µM]	2.4%	-29.3%	?	-12.8%	7.1%
O=C(NCc1ccc(F)cc1)c1cc2ccccn2n1
 : ?	3.6%	-5.2%[10 µM]	2.8%	4.7%	5.7%	0.9%	5.0%
COc1ccc(C(=O)c2ccc(Cl)c([N+](=O)[O-])c2)cc1
 : ?	-2.6%	nt	4.5%	7.7%	?	-28.0%	-10.7%
Cc1ccc(NC(=O)C2CCC(CNS(=O)(=O)c3cccc4nsnc34)CC2)c(C)c1 (stereo unspecified)
 : nt	nt	nt	0.6%	nt	-4.9%	-21.2%	4.4%
COc1ccc2c(CCNC(=O)Nc3ccccc3)c[nH]c2c1
 : -23.7%	4.6%	-12.0%	10.6%	22.6%	?	-25.4%	nt
Cc1nc2c(=O)n(-c3ccc(F)c(Cl)c3)nc(C)c2s1
 : -0.7%	-2.5%	6.4%[10 µM]	7.6%	-7.2%[9.22 µM]	-8.0%	-2.1%	nt
CCOC(=O)c1cc2sc(C)cc2n1C(C)C(=O)OCC (stereo unspecified)
 : 3.0%	-13.3%	-12.3%[10 µM]	-1.4%	-0.3%	-3.7%	-6.9%	-7.3%
CCCOc1ccc(C(CC(=O)O)NC(=O)C23CC4CC(CC(C4)C2)C3)cc1 (stereo unspecified)
 : 5.2%	-4.2%	6.3%	1.4%	-8.6%	-8.8%	-4.8%	1.2%
COC(=O)CNC(=O)CN1c2cccc3cccc(c23)S1(=O)=O
 : ?	?	-12.2%	1.4%	4.4%	5.1%	4.3%	-13.2%
O=C1/C(=C/N(C(=O)c2ccco2)c2ccc(Br)cc2)Sc2ccccc21
 : ?	?	3.0%[10 µM]	4.3%	17.1%	?	0.5%	nt
Cc1nonc1OCCNCc1c(C(=O)N(C)C)nc2ccc(Cl)cn12
 : 0.2%	-27.7%	-68.5%[inhibitor][10 µM]	2.8%[2.34 µM]	?	-9.6%	-7.1%	nt
O=C(O)CNC1=NCCCCC1
 : 8.8%	6.2%	1.4%[10 µM]	-7.8%	8.3%	-14.6%	-5.3%	8.8%
Cn1nnnc1SCCNCc1ccccc1OCc1ccccc1
 : ?	3.6%	nt	-2.5%	-0.7%	1.2%	1.6%	-18.2%
COC(=O)C(=C/C(C)=C/c1cccnc1)C(=O)OC
 : -7.0%	-5.8%	nt	-3.3%	nt	?	0.8%	-75.4%[inhibitor]
COc1ccc(NC(=O)O/N=C2/CCCc3ccc(OC)cc32)cc1
 : -6.0%	?	-18.2%	?	22.2%	14.1µM*	?	nt
CCOc1cccc(NC(=O)C2CC(=O)NC(=Nc3ccccc3)S2)c1 (stereo unspecified)
 : 2.9%	-2.1%	13.7%	-0.3%	-1.8%	-6.0%	-6.6%	-2.1%
Cc1ccc2[nH]c3c(Cl)ncnc3c2c1
 : nt	?	8.0%[10 µM]	2.6%	-3.1%[9.22 µM]	nt	-1.7%	nt

This is a subset; count on the stated rates, not on these rows.
